Screening data deposited in PubChem BioAssay by The Scripps Research Institute Molecular Screening Center.
TDP2 inh = TDP2 (human) inhibition, absorbance primary screen; O95551; 0.34% of 370,000 active; AID 720702; recombinant TDP2, T5PNP hydrolysis, p-nitrophenol absorbance 415 nm; inhibition, % at 12.8 µM;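 active means inhibition above the mean of all tested compounds plus 3 SD, set per campaign, cut at about 25% in these data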;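 further: 0% = DMSO with enzyme and 100% = buffer with substrate but no TDP2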
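System – recombinant human TDP2 · Amount – 120 nM TDP2 per well · Buffer or medium – Mg2+-containing Tris-HCl buffer, pH 7.5 · Reagent – T5PNP substrate, 5 mM · Dosing – 12.8 µM single point, 1% DMSO · Incubation – 2 h at 37 °C · Measured by – epi absorbance · Read-out basis – percent inhibition · Benchmarks – high control without enzyme, low control DMSO plus TDP2 · Repeats – singlicate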
LEDGF integ inh = blocks HIV-1 LEDGF/p75-dependent DNA integration; AID 743269; 0.64% of 370,000 active; TR-FRET IN-LEDGF/p75 DNA integration, Eu/Cy5; inhibition, % at 3.7 µM;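 active means inhibition above the screen-wide mean plus 3 SD, cut at about 13% in these data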;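 further: signal is the Cy5 over europium emission ratio at 671 and 618 nm; 0% = plate median of compound wells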
TCR-CD3 inh = human TCR-CD3 binding inhibition | TAMRA-labeled TCR probe fluorescence, biochemical | inhibition, % at 9.4 µM | 0.37% of 360,000 active; in the data active means inhibition above about 19%;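 further: recombinant mutant TCR 2C K166C tagged with TAMRA read by polarization; 0% = receptor in buffer alone and 100% = receptor with positive control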
proKLK7 act = proKLK7 (human) activation, primary screen | 0.9% of 370,000 active | purified proKLK7, EDANS-DABCYL substrate fluorescence; 100% is mature enzyme control, 0% vehicle | P49862 | activation, % at 7 µM;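 active means activation above the mean of all tested compounds plus 3 SD, computed per campaign excluding outliers beyond control limits, cut at about 13% in these data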
UHRF1 MBD2 ctr = UHRF1 methyl-DNA binding inhibition. Q96T88. UHRF1 binding to methylated oligo, TR-FRET. inhibition, % at 4.4 µM. 0.75% of 370,000 active. AID 687016; in the data active means inhibition above about 21%;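 further: UHRF1 SRA domain binding a hemimethylated CpG hairpin DNA probe; 0% = median of test compound wells and 100% = reference inhibitor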
Target sequence (Q96T88 whole entry, looked up, the tested form may be a part): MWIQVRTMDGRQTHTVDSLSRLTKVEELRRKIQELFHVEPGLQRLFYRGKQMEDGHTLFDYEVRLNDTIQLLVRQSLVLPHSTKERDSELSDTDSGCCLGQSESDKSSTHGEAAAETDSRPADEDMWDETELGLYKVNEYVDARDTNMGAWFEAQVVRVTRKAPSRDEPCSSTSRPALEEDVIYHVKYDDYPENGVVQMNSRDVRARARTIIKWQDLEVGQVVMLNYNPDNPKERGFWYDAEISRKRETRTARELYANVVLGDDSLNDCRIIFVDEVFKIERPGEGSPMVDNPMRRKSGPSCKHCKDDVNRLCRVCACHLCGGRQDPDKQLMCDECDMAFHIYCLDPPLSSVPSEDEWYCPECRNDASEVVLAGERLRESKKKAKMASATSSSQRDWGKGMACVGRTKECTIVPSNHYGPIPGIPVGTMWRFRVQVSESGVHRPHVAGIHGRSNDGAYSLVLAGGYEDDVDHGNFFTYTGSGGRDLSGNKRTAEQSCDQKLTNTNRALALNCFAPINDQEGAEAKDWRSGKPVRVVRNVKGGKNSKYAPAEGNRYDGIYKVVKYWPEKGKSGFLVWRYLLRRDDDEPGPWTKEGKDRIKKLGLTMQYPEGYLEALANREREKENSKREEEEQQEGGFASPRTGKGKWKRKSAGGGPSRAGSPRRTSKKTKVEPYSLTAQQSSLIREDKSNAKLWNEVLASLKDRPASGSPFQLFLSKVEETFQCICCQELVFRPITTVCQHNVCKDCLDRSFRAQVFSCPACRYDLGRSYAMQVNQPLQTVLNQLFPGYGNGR
Tn6 DDE FP = DD(E)-Tn6 binding inhibition, primary FP screen. Fibrin DD(E) TRITC-Tn6 fluorescence polarization displacement. inhibition, % at 8.3 µM. 0.21% of 370,000 active;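 active means inhibition above a per-campaign cutoff: mean of compounds within control limits plus 3 SD, cut at about 15% in these data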;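 further: 0% = median of all compound wells on the plate and 100% = blocking peptide control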
PRMT1 FP inh = blocks human protein arginine methyltransferase 1 | recombinant PRMT1, activity-based probe fluorescence polarization | inhibition, % at 2.79 µM | 1.3% of 370,000 active | AID 652257;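 active means inhibition above about 21% made by adding two undisclosed values, limit read from the data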
SIAE primary = blocks human sialic acid acetylesterase. inhibition, % at 9.66 µM. SIAE FP-Rh probe binding, fluorescence polarization. 0.69% of 370,000 active;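 active means inhibition above a cutoff: mean of compounds within the control limits plus 3 SD of those, cut at about 17% in these data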;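 further: 0% = plate median of compound wells and 100% = probe without SIAE protein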
MBD2 inh = MBD2-methylated oligo binding inhibition; Q9UBB5; TR-FRET, MBD2 binding to methylated oligonucleotide; inhibition, % at 4.4 µM; 0.31% of 370,000 active; in the data active means inhibition above about 13%
Tn7 DDE FP = DD(E)-Tn7 binding inhibition, primary FP screen; 0.13% of 370,000 active; FP displacement of FITC-Tn7 peptide from fibrin DD(E); 0% = median of compound wells per plate; inhibition, % at 8.3 µM; AID 720508;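 active means inhibition above the mean of compounds falling within the control limits plus 3 SD of them, cut at about 14% in these data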;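 further: 0% = plate median of compound wells and 100% = 10 µM Aha-Tn7 peptide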
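Assay system: Fibrin-DD(E) protein isolated from polymerized human fibrin clots; read-out basis: percent inhibition; medium: Tris/NaCl/CaCl2 buffer, pH 7.8; signal: FP measurement; incubation: 10 min plus 3 h, room temperature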
An asterisk follows results filed as active.

TDP2 inh,proKLK7 act,LEDGF integ inh,Tn6 DDE FP,MBD2 inh,PRMT1 FP inh,Molecule,SIAE primary,TCR-CD3 inh,Tn7 DDE FP,UHRF1 MBD2 ctr
-10,0.1,4,1,-10,-6,CN1CCN(CCCNC(=O)CCCOc2cc(=O)n(C)c3ccccc23)CC1,7,-3,3,-1
-16,0.0,2,-7,5,3,C=CCn1c(Cc2ccc(OC)cc2)nnc1SCC(=O)NCCc1ccccc1,3,5,2,0
5,0.7,0,-4,-5,-1,Cc1[nH]n(-c2ccccc2)c(=O)c1C1(C(F)(F)F)C(=O)N(c2ccc(F)cc2)C2=C1C(=O)CC(C)(C)C2 (stereo unspecified),3,5,-6,-1
2,0.0,0,4,3,1,CC(=O)c1cn(C(=O)c2ccc(Cl)cc2)c2ccccc12,-5,-5,3,0
-10,-4.7,2,-5,5,7,C=CCn1c(SCc2ccccc2Cl)nnc1-c1sc2nc(C)cc(C)c2c1N,5,0,7,3
7,0.2,-1,3,-5,0,Cc1ccc(CN2CCN(/N=C/c3cccs3)CC2)cc1,6,7,-5,-4
7,0.1,1,4,2,4,O=C(Nc1cccc(Cl)c1N1CCOCC1)c1cc([N+](=O)[O-])ccc1N1CCOCC1,-4,-2,-3,-2
6,0.1,2,2,0,-1,Cc1ccc(C(=O)NC(=S)N(C)C2CCCCC2)cc1,1,4,-6,-3
8,-0.2,1,-1,0,-4,COCCN(C(=O)Nc1ccc(OC)cc1)c1nc2ccccc2s1,6,3,1,-2
-3,0.1,1,-6,-1,-3,Clc1ccc(-c2cn(-c3ccccc3)c3[n+]2CCS3)cc1,2,-3,-12,0
3,-0.5,3,5,-1,3,Cc1cc([N+](=O)[O-])ccc1NC(=O)c1sc2ncn(CC(=O)N3CCOCC3)c(=O)c2c1C,-14,6,0,0
4,0.0,-3,1,3,-2,C=CCN1CCN(C(c2cc(OC)ccc2OC)c2nnnn2CC2CCCO2)CC1 (stereo unspecified),-1,-5,3,-2
14,-0.6,0,-3,-2,-4,O=C(NNC(=O)c1ccc(Cl)cc1Cl)c1ccc2ccccc2c1,5,-3,-1,-2
-3,-0.4,2,0,1,-1,CC(C)CCNC(=O)C(=O)Nc1cc2c3c(c1)CCC(=O)N3CCC2,-4,6,-3,0
-9,62*,-3,7,1,-2,N#Cc1c(N)n(-c2cccc(C(=O)O)c2)c2nc3ccccc3nc12,-8,13,1,-4
-6,-0.2,-2,4,-2,-1,Cc1ccc(C2=Nc3cccnc3C(c3ccccc3)=NN2)cc1,-1,5,11,6
-1,0.2,4,5,-3,-2,Cc1nc2sc(C(c3cccc(F)c3)N3CCC(O)CC3)c(O)n2n1 (stereo unspecified),0,-11,0,0
3,-1.0,0,4,0,0,Cc1cc(C)c(C#N)c(SCc2ccc(C#N)cc2)n1,-4,3,-1,-1
11,0.0,1,8,4,0,COc1ccc([C@@H]2CC=C(C(=O)O)[C@H](c3cccc(Cl)c3)N2S(=O)(=O)c2ccc(C)cc2)cc1OC,-3,3,-1,1
-9,-0.2,-2,-3,4,-4,CC(C)(C)c1ccc(C(=O)NCC(=O)NCC(C)(C)N2CCOCC2)cc1,-28,-8,9,1
-14,-0.3,0,-5,-7,-1,CC1(C)OC(C(N)=O)C(C(N)=O)O1 (stereo unspecified),-2,-1,-9,1
12,-0.8,2,-4,2,-2,COc1cccc(CNC(=O)CCC2CCCN(C(=O)Cc3ccccc3F)C2)c1 (stereo unspecified),5,5,-1,-4
-12,0.4,5,3,2,-6,O=C(NC1CCN(Cc2ccc(Cl)c(Cl)c2)CC1)c1ccccc1,-6,0,-1,2
-4,0.6,-4,-2,-1,24*,Cc1cc(C)c(S(=O)(=O)NCCSCc2ccco2)c(C)c1,6,-1,-3,3
-12,0.5,-1,0,-5,-1,O=C(CSc1ncccn1)NCc1ccccc1,1,0,-11,0
9,-0.2,-1,5,-6,-1,O=C(NCCC1=CCCCC1)C(=O)NCC1OCCCN1S(=O)(=O)c1cc(F)ccc1F (stereo unspecified),-1,-2,0,-5
5,0.4,-4,4,-1,4,Clc1cccc(NCc2nnc(SCc3ccccc3Cl)o2)c1,2,-1,-2,-1
-4,0.0,2,6,-2,1,Cc1noc(C)c1CSc1nnc(C)c(=O)[nH]1,0,1,10,1
-10,0.3,-1,-1,-1,-5,Cc1ccc(S(=O)(=O)N2CCN(C3CCN(Cc4ccccc4)CC3)CC2)cc1,1,0,5,7
-5,-0.5,-3,2,3,0,CC(C(=O)NCCS(=O)(=O)c1ccc(Cl)cc1)S(=O)(=O)c1ccc(Cl)cc1 (stereo unspecified),-9,9,0,-1
2,0.0,-1,-4,-1,-3,O=C(NC1CCCCC1)n1c(=O)oc2ccc(Cl)cc21,2,1,-1,0
11,-0.3,1,-8,-2,-2,CCSc1nnc(NC(=O)C2CCN(S(=O)(=O)c3cc(C(F)(F)F)ccc3Cl)CC2)s1,0,2,3,-3
-4,-0.2,-2,8,0,7,Cn1nc(C(F)(F)F)c(-c2ccc(Br)cc2)c1NC(=O)c1nccnc1C(=O)O,-3,-8,1,4
-1,-0.2,-1,-6,0,0,COc1ccccc1CNC(=O)C1Cc2ccccc2C(=O)O1 (stereo unspecified),-4,4,1,2
-10,-0.2,3,1,2,0,CCc1cc(C)cc(OCCNC(=O)c2ncn[nH]2)c1,1,-1,-6,0
2,-0.3,-5,4,0,-3,Cc1cccc(C(=O)Nc2ccc(N3CCN(S(C)(=O)=O)CC3)cc2)c1,1,8,2,0
-11,-0.5,-5,-1,1,0,CCOc1ccccc1NC(=S)N1CCN(c2cccc(OC)c2)CC1,-1,-3,-1,6
9,0.5,0,3,0,-3,Cc1ccc(NC(=O)CS(=O)(=O)c2cn(CC(=O)N3CCOCC3)c3ccccc23)cc1,1,9,0,1
-10,-0.6,0,-2,3,-1,c1ccc(Nc2nc(NCC3CCCO3)c3ccccc3n2)cc1 (stereo unspecified),7,2,-5,3
3,0.2,-1,0,-2,2,Fc1ccccc1-c1csc(=Nc2cccnc2)n1CC1CCCO1 (stereo unspecified),-1,7,-6,4
-1,0.3,0,1,-1,3,CCOC(=O)C1=C(CN2CCC(C)CC2)NC(=O)NC1c1ccc(Cl)cc1 (stereo unspecified),-2,7,-3,-1
-13,-0.5,4,-2,1,-5,CCN(CC)CCNC(=O)c1cc(S(=O)(=O)N2CCc3ccccc32)cn1C,1,-5,-12,0
8,-0.2,-5,2,6,5,O=C(N=Nc1c(O)[nH]c2ccc(F)cc12)c1ccc(NS(=O)(=O)c2cccs2)cc1,-2,-9,3,-1
-5,0.5,-2,-4,-3,-2,C=C(C)COc1ccc(-c2[nH]ncc2-c2ccc(Br)cc2)c(O)c1,3,0,5,1
-10,-0.3,-1,2,6,3,CCN(CC(=O)Nc1ccc2c(c1)OCCO2)C(=O)c1cc(=O)[nH]c2ccccc12,-2,-7,1,5
-9,0.4,-1,-7,2,2,CCOC(=O)c1cnc2c(-c3ccc(Cl)cc3)c(C)nn2c1N,3,-5,-4,5
-3,-0.5,7,2,0,1,Cc1ccc(S(=O)(=O)N2C[C@H]3[C@H]4C(=O)N(c5ccccc5)C(=O)[C@H]4CC(=O)[C@H]3[C@@H]2c2ccccc2)cc1,-2,1,-16,1

A different layout for some results above.
TDP2 inh	proKLK7 act	LEDGF integ inh	Tn6 DDE FP	MBD2 inh	PRMT1 FP inh	SIAE primary	TCR-CD3 inh	Tn7 DDE FP	UHRF1 MBD2 ctr	mol
9	-0.2	-1	5	-6	-1	-1	-2	0	-5	O=C(NCCC1=CCCCC1)C(=O)NCC1OCCCN1S(=O)(=O)c1cc(F)ccc1F (stereo unspecified)
5	0.4	-4	4	-1	4	2	-1	-2	-1	Clc1cccc(NCc2nnc(SCc3ccccc3Cl)o2)c1
-4	0.0	2	6	-2	1	0	1	10	1	Cc1noc(C)c1CSc1nnc(C)c(=O)[nH]1
-10	0.3	-1	-1	-1	-5	1	0	5	7	Cc1ccc(S(=O)(=O)N2CCN(C3CCN(Cc4ccccc4)CC3)CC2)cc1
-5	-0.5	-3	2	3	0	-9	9	0	-1	CC(C(=O)NCCS(=O)(=O)c1ccc(Cl)cc1)S(=O)(=O)c1ccc(Cl)cc1 (stereo unspecified)
2	0.0	-1	-4	-1	-3	2	1	-1	0	O=C(NC1CCCCC1)n1c(=O)oc2ccc(Cl)cc21
11	-0.3	1	-8	-2	-2	0	2	3	-3	CCSc1nnc(NC(=O)C2CCN(S(=O)(=O)c3cc(C(F)(F)F)ccc3Cl)CC2)s1
-4	-0.2	-2	8	0	7	-3	-8	1	4	Cn1nc(C(F)(F)F)c(-c2ccc(Br)cc2)c1NC(=O)c1nccnc1C(=O)O
-1	-0.2	-1	-6	0	0	-4	4	1	2	COc1ccccc1CNC(=O)C1Cc2ccccc2C(=O)O1 (stereo unspecified)
-10	-0.2	3	1	2	0	1	-1	-6	0	CCc1cc(C)cc(OCCNC(=O)c2ncn[nH]2)c1

Hits appear at their usual frequency, and some 4.6% of all compounds hit somewhere here.
